USP2a block = qHTS Assay for Inhibitors of Ubiquitin-specific Protease USP2a Using CHOP2 as the Reporter. Ubiquitin carboxyl-terminal hydrolase 2 (Homo sapiens), O75604. USP2 core, Ub-CHOP2 coupled fluorogenic reporter, 485/531. Potency, µM (doses to about 38.3 µM), for inactives: at the top dose activity change, negative = inhibition, actives largely listed as inhibitors. 0.01% of 330,000 active;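 note: potency is the fitted concentration of half-maximal effect; plate controls were DMSO wells for no effect and full inhibition by NEM control for full effect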
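Cell-free coupled assay: 10nM USP2 core preincubated 30min RT with compound in Tris-HCl pH 8.0/CaCl2/CHAPS buffer, then 25nM Ub-CHOP2 and 25nM reporter substrate; fluorescence (Ex 485/Em 531) read after 60min RT, normalized to NEM inhibition, concentration-response curves fitted.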
Eya2 inh = qHTS Assay for Inhibitors of the Phosphatase Activity of Eya2; Protein phosphatase EYA2 (Homo sapiens), O00167; 0.006% of 330,000 active; Potency, µM (top dose mostly 76.9 µM), without a hit: top-dose activity, negative = inhibition, usual class: inhibitors; recombinant Eya2, OMFP fluorescence dephosphorylation (OMFP is methylfluorescein phosphate); AID 488837, 2010; note: potency is the fitted concentration of half-maximal effect; % is set by controls: 0 for no effect and ±100 for the full control effect
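Eya2 (0.2 uM) preincubated 10 min at ambient with compound, then OMFP substrate added at 50 uM; 10 min reaction in 50 mM HEPES pH 7.5, 50 mM NaCl, 5 uM MgCl2, 0.05% BSA, 1 mM DTT. Fluorescence read at Ex 485/Em 525 nm.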
ELG1 DNA repair = qHTS screen for small molecules that inhibit ELG1-dependent DNA repair in human embryonic kidney (HEK293T) cells expressing luciferase-tagged ELG1; HEK293T ELG1-luciferase reporter, luminescence, 16 h; DNA damage induced by 5-fluorouridine; Potency, µM (titrated, usually from 46.1 µM), inactives show at the top dose activity change, negative = inhibition, most hits filed as inhibitors; 2.3% of 330,000 active; note: potency is the fitted concentration of half-maximal effect; % is set by controls: 0 for no effect and ±100 for the full control effect; nearly all actives have a fitted effect of over 55% in size
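Cells (2,000 per well) received 5-fluorouridine plus test compound or DMSO and were incubated 16 hr at 37 °C, 5% CO2. Luciferase activity was read by luminescence 30 min after ONE-Glo addition; signal suppression marked inhibition of damage-induced ELG1 function.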
TRPV1 ag = HTS Assay for Compounds that Act as Agonists of the Vanilloid Receptor 1 | Transient receptor potential cation channel subfamily V member 1 (Homo sapiens), Q8NER1 | TRPV1-expressing cells, Fluo-8 calcium influx, agonist mode | activation, % at 8.33 µM | 0.19% of 320,000 active | AID 540275, 2011; in the data active = activation above about 80%; inconclusive = between about 30% and that limit; note: 0% is about no effect
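TRPV1-expressing cells were cultured overnight at 35.5C and loaded with Fluo-8 calcium dye for 40 to 90 min at room temperature. After a 10 s baseline, compound was added and calcium influx was read kinetically for 3 min (ex 480/em 520 nm).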
Mito fusion act = qHTS Assay for Small Molecule Inhibitors of Mitochondrial Division or Activators of Mitochondrial Fusion; S. cerevisiae fusion-defective mutant growth rescue, CellTiterGlo 48 h; 0.23% of 320,000 active; AID 485298, 2010; Potency, µM (series often up to 46.1 µM), for the others: top-dose growth rescue (activation), actives largely listed as activators;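 note: potency is the fitted concentration of half-maximal effect; % of control where 0% means no effect; nearly all actives have a fitted effect of over 45% in size; temperature-sensitive fusion mutants such as fzo1-1 at 37 °C on non-fermentable ethanol glycerol medium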
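Read-out: ATP-based luminescence (CellTiterGlo, 10 min ambient) reporting growth of fusion-defective ts yeast after 48 hours at 37C on glycerol/ethanol YPEG medium in the presence of compound.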
KCNH2 3.1 block = qHTS for Inhibitors of KCHN2 3.1: Mutant qHTS | activity change, % (tested at about 1.8 µM) | AID 720553, 2013 | 0.95% of 340,000 active | Potassium voltage-gated channel subfamily H member 2, brain isoform KCNH2 3.1 (human) | U2OS KCNH2 3.1, thallium flux FluxOr; stronger effect = lower value;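 active = maximum activity change below -70%; inconclusive = maximum activity change from -70% to -50%; inactive = maximum activity change above -50%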;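 note: thallium influx rate constant from kinetic fluorescence after stimulation buffer; % is set by controls: 0 for no effect and ±100 for the full control effect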
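We transduce U2OS cells with the mutant 3.1 virus, culture them overnight, load FluxOr with Red40 quencher for 45 min, then add stimulation buffer and read kinetically for 2 min to derive a normalized rate constant.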
AT treatment = qHTS Assay for Identifying a Potential Treatment of Ataxia-Telangiectasia | AID 485349, 2010 | […] A-T fibroblasts, KAP-1 phosphorylation AlphaLISA; neocarzinostatin DNA damage 30 min before lysis | 0.19% of 320,000 active | Potency, µM (highest dose often 57.5 µM), inactives show at the top dose activation, actives largely listed as activators; note: potency is the fitted concentration of half-maximal effect; % of control where 0% means no effect; nearly all actives have a fitted effect of over 45% in size
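ATM-like activity read as KAP-1 phosphorylation via AlphaLISA donor/acceptor antibody pairs after lysis and 6 hr at 25C. Cells were ATM-null patient fibroblasts ([…], hTERT), dosed 60 min, then exposed to the DSB inducer NCS for 30 min.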
KCNH2 WT inh = qHTS for Inhibitors of KCHN2 3.1: Wildtype qHTS; Voltage-gated inwardly rectifying potassium channel KCNH2 (Homo sapiens), Q12809; U2OS, BacMam KCNH2, thallium flux FluxOr; stronger effect = lower value; activity change, % at 1.84 µM; 0.37% of 340,000 active; AID 720551, 2013;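 active = maximum activity change below -70%; inconclusive = maximum activity change between -70% and -50%; inactive = maximum activity change above -50%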; note: % is set by controls: 0 for no effect and ±100 for the full control effect
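U2OS cells transduced with wild-type KCNH2 virus are loaded with FluxOr dye for 45 min, and thallium flux is measured in kinetic reads before and after stimulation buffer. Rate constants are normalized to DMSO controls.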
TSHR antagonist = Antagonists of the Thyroid Stimulating Hormone Receptor: HTS campaign; Thyrotropin receptor (Homo sapiens), P16473; TSHR-expressing cells, TSH-stimulated cAMP HTRF, 2 h; stronger effect = lower value; activity change, negative = inhibition, % at 11.5 µM; 0.2% of 330,000 active; AID 504810, 2011;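 active = activity change below a set negative limit, meaning inhibition stronger than a set level, cut at about -70% in these data; inconclusive = activity change between two set negative limits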; note: % is set by controls: 0 for no effect and ±100 for the full control effect
Target sequence (P16473 whole entry, looked up): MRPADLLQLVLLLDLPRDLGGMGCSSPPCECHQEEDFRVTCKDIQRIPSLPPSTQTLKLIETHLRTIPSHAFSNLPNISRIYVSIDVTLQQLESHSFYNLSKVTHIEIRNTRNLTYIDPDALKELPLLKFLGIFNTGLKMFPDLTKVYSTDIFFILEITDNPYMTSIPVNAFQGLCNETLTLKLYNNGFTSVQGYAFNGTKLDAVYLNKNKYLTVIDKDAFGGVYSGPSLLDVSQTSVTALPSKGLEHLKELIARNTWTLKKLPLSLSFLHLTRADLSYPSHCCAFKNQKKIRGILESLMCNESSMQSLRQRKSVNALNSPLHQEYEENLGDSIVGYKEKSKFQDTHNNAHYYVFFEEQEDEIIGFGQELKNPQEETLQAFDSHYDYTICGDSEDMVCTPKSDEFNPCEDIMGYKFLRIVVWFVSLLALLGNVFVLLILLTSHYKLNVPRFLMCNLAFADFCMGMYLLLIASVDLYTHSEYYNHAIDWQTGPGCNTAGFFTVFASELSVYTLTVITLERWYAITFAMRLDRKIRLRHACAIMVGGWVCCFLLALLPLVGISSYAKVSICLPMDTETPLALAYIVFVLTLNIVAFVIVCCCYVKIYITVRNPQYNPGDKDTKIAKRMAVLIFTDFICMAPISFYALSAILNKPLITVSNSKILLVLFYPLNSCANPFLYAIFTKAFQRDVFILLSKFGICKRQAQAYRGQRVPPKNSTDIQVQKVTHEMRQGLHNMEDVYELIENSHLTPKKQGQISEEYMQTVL
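Antagonism was scored as loss of TSH-driven cAMP in TSHR cells, stimulated with 4nM TSH (EC80) for 2 hours at 37 deg C and detected by homogeneous HTRF competition immunoassay.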
TCR activator = Activators of T cell receptors: qHTS campaign | 330,000 tested, under 10 active | Potency, µM (doses to about 9.22 µM), for the others: at the top dose activation of IL-2 secretion, usual class: activators | primary human leukocytes, anti-CD3, IL-2 HTRF, 48 h; note: % of control where 0% means no effect
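TCR engagement came from a-CD3 beads alone, with compounds added to primary human leukocytes for 48 hr. Secreted IL-2 bridged europium cryptate- and d2-labelled anti-IL-2 antibodies, giving FRET emission at 665nm after 320nm excitation.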
Active calls of the source: *; ? = inconclusive; . = no result given; [ ] = dose if it differs, or a comment. Unless noted, calls come from the whole dose curve; as a rule, active = well fitted curve in the direction sought with a large enough effect; inconclusive = small, poorly fitted or top-dose-only effect, or another doubt; inactive = no such curve, though single readings can be large; an effect the other way counts as inactive or inconclusive. A portion of the library; rates above refer to the full screens.

Below each compound: USP2a block | Eya2 inh | ELG1 DNA repair | TRPV1 ag | Mito fusion act | KCNH2 3.1 block | AT treatment | KCNH2 WT inh | TSHR antagonist | TCR activator
1) O=C(CSc1nnc2ccccn12)N1CCc2ccccc21
→ 0.5% | 4.1% | ? | -3.5 | -3.9% | 14.8 | -2.1% | -16.7 | 0.4 | 3.5%
2) CCCCCCC(=O)Nc1nc(C)c(-c2csc(Nc3ccc(Cl)cc3)n2)s1
→ 3.3% | -7.0% | -23.6% | -2.1 | -3.2% | 19.2 | -2.4% | 6.1 | -11.1 | 8.6%
3) Cc1cc(O)cc(O)c1C(=O)Cc1ccccc1
→ -3.3% | 1.2% | 10.3µM* | -0.1 | ? | 0.7 | 1.1% | 5.0 | 3.6 | 5.0%[46.1 µM]
4) Cc1ccc2nc(N(CCCN(C)C)C(=O)CS(=O)(=O)c3ccccc3)sc2c1
→ 1.4% | -10.2% | 18.6% | 2.1 | -5.2% | -6.7 | 8.1% | 3.9 | 5.0 | 3.6%
5) CCCN1CCN(CC(=O)Nc2nncs2)CC1
→ 2.1% | -2.5% | 2.9% | 2.1 | 0.6% | 1.5 | 6.0% | -25.1 | -8.4 | -0.8%
6) C=C(C)CN1C(=O)c2ccccc2C1=O
→ 1.3% | -15.8% | 1.1% | -2.1 | -0.2% | -8.7 | 0.6% | 5.0 | -4.0 | -14.8%
7) Cc1ccc(C)c(S(=O)(=O)NCc2ccc(C(=O)N3CCOCC3)cc2)c1
→ -2.5% | -0.5% | -11.8% | -0.4 | 2.8% | -7.5 | 3.7% | -2.8 | -10.3 | -1.3%
8) COc1cc(/C=N\NC(=O)c2ccc(-c3ccccc3)cc2)ccc1OCC(N)=O
→ -1.9% | -5.0% | 28.8% | -2.5 | 1.0% | . | 19.5% | -4.7 | 3.8 | -5.6%
9) C#CCOCCOCCOCCNc1nc(N2CCN(C(=O)[C@H]([C@@H](C)CC)n3cc([C@@H](N)CO)nn3)CC2)nc(N2CCN(C(=O)[C@H]([C@@H](C)CC)n3cc([C@@H](N)CO)nn3)CC2)n1
→ -0.4% | 0.0% | 15.4% | 2.9 | 31.6% | . | 39.8µM* | . | 17.4 | .
10) C/C=C/c1ccc(OCCCCN2C(=O)NC(C)(C)C2=O)c(OC)c1
→ -0.2% | 6.0% | -21.3% | 13.5 | -6.3% | 0.5 | -3.7% | 0.8 | -7.7 | 5.6%
11) CC(=O)O[C@H](COc1c2ccoc2cc2oc(=O)ccc12)C(C)(C)O
→ 1.4% | 4.2% | ? | 0.2 | -0.6% | . | -4.5% | . | -8.9 | -0.9%
12) COC(=O)CN(c1cccc(F)c1)S(C)(=O)=O
→ -2.1% | 7.8% | 8.0% | 1.6 | -1.4% | 0.1 | 4.5% | -9.9 | 2.7 | 0.5%
13) NC(=O)CSc1nc2sc3c(c2c2ncnn12)CCCC3
→ 6.7% | 11.5%[15.4 µM] | -3.4% | 9.7 | 17.7% | 1.0 | 9.5% | 6.3 | -1.3 | -12.1%
14) Cc1cc(C)c(C)c(OCC(=O)NCC2CCCO2)c1 (centres undefined)
→ -0.4% | -22.7% | 4.4% | -3.7 | -7.2% | -1.4 | 7.6% | -11.3 | 0.1 | 6.1%
15) CS(=O)(=O)NN1C(=O)c2ccccc2NC12CCCC2
→ 0.1% | 10.8% | 2.9% | -1.4 | 0.4% | -1.3 | 10.0% | -5.7 | -6.6 | 1.3%
16) CN(C(=O)c1ccc(N2CCOCC2)c([N+](=O)[O-])c1)C1CCCCC1
→ -0.6% | -6.3% | 6.5% | 12.2 | 0.7% | 3.7 | -8.7% | -8.6 | 0.7 | .
17) Cc1ccc(S(=O)(=O)N2CCN(Cc3nc4ccccc4n3C)CC2)cc1
→ -0.7% | -3.9% | ? | -0.5 | -13.2% | 1.5 | 4.4% | . | 28.1 | -5.0%
18) O=C1CSC(=S)N1CC1CCCO1 (centres undefined)
→ 0.8% | -9.9% | -7.4% | 1.6 | -4.5% | 19.2 | 1.3% | -11.2 | -2.5 | 7.1%
19) CC1CCc2sc(-c3n[nH]c(=S)o3)cc2C1 (centres undefined)
→ 1.7% | 3.2% | ? | -2.3 | 8.5% | 9.3 | -2.0% | 12.5 | -1.3 | -0.8%
20) CC(=O)NC(CC(=O)Nc1ccc(S(=O)(=O)N2CCCCC2)cc1)c1ccccc1 (centres undefined)
→ -0.6% | 4.8% | -8.1% | -5.4 | -1.4% | . | -1.4% | -1.8 | -3.5 | 1.0%
21) O=C(CCN1CCN(c2ccccc2)CC1)NNC(=S)Nc1ccccc1
→ -1.2% | -3.5% | ? | -2.2 | 5.4% | -6.2 | 2.6% | 0.5 | 0.5 | 5.1%
22) O=C1CC(c2cccs2)c2cc3c(cc2N1)OCO3 (centres undefined)
→ 0.9% | -4.5% | -18.2% | . | 2.2% | 3.6 | -1.8% | -15.9 | 17.9 | -2.5%
23) O=C(COc1c(Cl)cc(Cl)cc1Cl)c1ccc(Cl)cc1
→ 1.6% | 4.5% | 21.8% | -0.4 | 13.3% | 16.8 | 6.4% | 10.0 | 5.1 | 5.9%[46.1 µM]
24) CNS(=O)(=O)c1ccc(C)c(S(=O)(=O)NC)c1
→ 4.9% | -2.4% | -0.9% | -1.5 | -0.5% | 17.5 | 3.0% | -0.5 | 3.1 | 1.1%[46.1 µM]

Molecules from the list above with two or more sulfur atoms (6):
Below each compound: USP2a block | Eya2 inh | ELG1 DNA repair | TRPV1 ag | Mito fusion act | KCNH2 3.1 block | AT treatment | KCNH2 WT inh | TSHR antagonist | TCR activator
2) CCCCCCC(=O)Nc1nc(C)c(-c2csc(Nc3ccc(Cl)cc3)n2)s1
→ 3.3% | -7.0% | -23.6% | -2.1 | -3.2% | 19.2 | -2.4% | 6.1 | -11.1 | 8.6%
4) Cc1ccc2nc(N(CCCN(C)C)C(=O)CS(=O)(=O)c3ccccc3)sc2c1
→ 1.4% | -10.2% | 18.6% | 2.1 | -5.2% | -6.7 | 8.1% | 3.9 | 5.0 | 3.6%
13) NC(=O)CSc1nc2sc3c(c2c2ncnn12)CCCC3
→ 6.7% | 11.5%[15.4 µM] | -3.4% | 9.7 | 17.7% | 1.0 | 9.5% | 6.3 | -1.3 | -12.1%
18) O=C1CSC(=S)N1CC1CCCO1 (centres undefined)
→ 0.8% | -9.9% | -7.4% | 1.6 | -4.5% | 19.2 | 1.3% | -11.2 | -2.5 | 7.1%
19) CC1CCc2sc(-c3n[nH]c(=S)o3)cc2C1 (centres undefined)
→ 1.7% | 3.2% | ? | -2.3 | 8.5% | 9.3 | -2.0% | 12.5 | -1.3 | -0.8%
24) CNS(=O)(=O)c1ccc(C)c(S(=O)(=O)NC)c1
→ 4.9% | -2.4% | -0.9% | -1.5 | -0.5% | 17.5 | 3.0% | -0.5 | 3.1 | 1.1%[46.1 µM]
